Assay outcomes from PubChem BioAssay.
TIM10 inh: inhibits growth of TIM10 yeast strain; S. cerevisiae TIM10 strain growth, BacTiter-Glo luminescence, 24 h; inhibition, % at 10 µM; actives 1.4% (n = 330,000);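 active = inhibition of 40% or more at the single tested concentration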;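 note: wild-type TIM10 isogenic control strain grown at permissive 25 °C; 0% = DMSO yeast wells and 100% = minimal medium wells without yeast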
XBP1 UPR activ: adaptive UPR (XBP1) activation; CHO-XBP1 luciferase reporter, IRE1-XBP1 UPR activation, luminescence; percent of tunicamycin response, DMSO as zero; activation, % at 20 µM; actives 0.33% (n = 330,000); AID 463104;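 active = versus positive control, 20 µM dose yields 30% or more activation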;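 note: 100% = tunicamycin at 10 µg/mL and 0% = DMSO only wells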
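Material: CHO-XBP1 cells stably carrying IRE1-XBP1-driven luciferase reporter / Amount: 1000 cells per well / Compound: 20 µM, 1% DMSO / Times: 6 h treatment, 37 °C / Detection: luciferase luminescence / Measure: % activation of reporter signal versus tunicamycin and DMSO controls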
CHOP UPR activ: apoptotic UPR (CHOP) activation; CHO-CHOP luciferase reporter, luminescence; percent of tunicamycin response over DMSO baseline; activation, % at 10 µM; actives 0.34% (n = 330,000); AID 449763;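 active = at 10 µM dose, activation of 40% or more, normalized to positive control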;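 note: 100% = tunicamycin at 10 µg/mL and 0% = DMSO alone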
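System: CHO-CHOP luciferase reporter cell line | Buffer or medium: F12 medium containing 10% fetal bovine serum | Doses: One dose, 10 µM in 0.5% DMSO | Times: 6 h compound exposure at 37 °C after overnight seeding | Signal: Luciferase luminescence | Read-out: % activation vs tunicamycin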
Mdm2-MdmX inh: disrupts the human Mdm2-MdmX interaction; SaOS-2 split-luciferase Mdm2/MdmX complementation, luminescence; inhibition, % at 8 µM; actives 3% (n = 330,000); AID 485346;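 active = inhibition of at least 50% at 8 µM in the primary screen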
Target sequence (O15151 whole entry, looked up): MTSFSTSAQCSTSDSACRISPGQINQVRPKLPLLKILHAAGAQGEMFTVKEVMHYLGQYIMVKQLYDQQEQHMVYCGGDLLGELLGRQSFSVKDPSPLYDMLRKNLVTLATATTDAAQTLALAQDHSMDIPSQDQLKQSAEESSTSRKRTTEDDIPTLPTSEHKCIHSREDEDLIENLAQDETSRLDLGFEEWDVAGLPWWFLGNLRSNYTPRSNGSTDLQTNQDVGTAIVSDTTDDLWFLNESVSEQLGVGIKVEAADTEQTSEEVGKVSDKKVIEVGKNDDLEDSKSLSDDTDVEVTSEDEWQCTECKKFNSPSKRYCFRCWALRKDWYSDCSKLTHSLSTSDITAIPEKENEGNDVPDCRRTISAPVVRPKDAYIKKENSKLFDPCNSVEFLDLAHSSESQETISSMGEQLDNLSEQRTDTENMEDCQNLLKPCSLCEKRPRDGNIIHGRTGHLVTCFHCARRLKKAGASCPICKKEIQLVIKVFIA
Target sequence (Q00987 whole entry, looked up): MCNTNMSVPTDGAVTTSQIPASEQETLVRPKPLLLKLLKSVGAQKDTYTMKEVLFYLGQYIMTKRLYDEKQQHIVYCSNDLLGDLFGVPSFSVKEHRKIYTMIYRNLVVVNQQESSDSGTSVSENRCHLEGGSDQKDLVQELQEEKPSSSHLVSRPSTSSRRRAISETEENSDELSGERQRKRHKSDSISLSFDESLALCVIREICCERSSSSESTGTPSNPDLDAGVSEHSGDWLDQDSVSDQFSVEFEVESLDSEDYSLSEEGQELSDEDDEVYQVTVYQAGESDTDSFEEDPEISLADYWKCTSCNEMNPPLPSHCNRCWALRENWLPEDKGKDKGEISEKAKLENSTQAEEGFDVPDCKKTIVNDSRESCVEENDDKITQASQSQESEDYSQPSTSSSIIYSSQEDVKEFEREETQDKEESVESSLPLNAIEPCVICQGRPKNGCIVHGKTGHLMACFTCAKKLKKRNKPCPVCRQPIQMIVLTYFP
tim23-1 inh: tim23-1 yeast growth inhibition. inhibition, % at 20 µM. AID 463212. actives 1.3% (n = 330,000). S. cerevisiae tim23-1 growth, BacTiter-Glo luminescence, 24 h;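 active = growth inhibition of the mutant yeast at or above 50%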;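 note: temperature-sensitive mutant grown at 25 °C; plate controls were DMSO-treated mutant yeast for no effect and medium wells lacking yeast for full effect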
697 NFkB inh: lowers PMA/ionomycin-induced NF-kB signal in 697 B cells; 697 B-cell NF-kB luciferase reporter, 16 h; actives 0.33% (n = 330,000); AID 435022; inhibition, % at 4 µM; in the data active = inhibition above about 35%
tim10-1 inh: growth inhibitors of tim10-1 mutant yeast; S. cerevisiae tim10-1 ts strain growth, BacTiter-Glo, 24 h; actives 2.2% (n = 330,000); inhibition, % at 20 µM; AID 463190;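 active = inhibition of at least 40%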;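 note: mutant grown at 25 °C; 0% = DMSO wells with yeast and 100% = wells holding no yeast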
Jurkat NFkB inh: lowers PMA/ionomycin-induced NF-kB signal in Jurkat cells; inhibition, % at 4 µM; PMA/ionomycin-induced NF-kB luciferase reporter, luminescence; actives 0.53% (n = 330,000); in the data active = inhibition above about 50%
* hit, by the source's call.

item	Structure	tim10-1 inh	tim23-1 inh	XBP1 UPR activ	CHOP UPR activ	697 NFkB inh	TIM10 inh	Mdm2-MdmX inh	Jurkat NFkB inh
1	CCC(=O)NC1CC2CCCC(C1)N2Cc1ccc(C)cc1 (stereo not drawn)	-4.8	10.0	-2.7	3.3	-8.4	-3.6	7.8	-4.1
2	CCCCn1c(N)c(N(Cc2ccccc2OC)C(=O)c2cc(CC)c(C)s2)c(=O)[nH]c1=O	23.6	20.9	-3.1	1.1	13.0	8.5	14.4	-12.3
3	CCC1CCCCN1C(=O)CSc1nnc(CNC(=O)COc2ccc(Cl)cc2)o1 (stereo not drawn)	40.2*	26.1	-3.2	0.3	-15.2	23.8	-0.7	-0.9
4	Cc1cc2[nH]c(=O)c(=O)[nH]c2cc1S(=O)(=O)Nc1cccc(C)c1C	-3.0	-10.2	-1.3	-0.4	-14.9	4.4	-16.1	-7.3
5	Cc1ccc(NC(=S)Nc2c(C)n(C)n(-c3ccccc3)c2=O)cc1	17.8	20.6	-1.3	-0.2	-1.6	1.5	13.1	8.9
6	O=C(O)c1ccc(Nc2ccc(Cl)c(Cl)c2)c([N+](=O)[O-])c1	22.2	18.6	0.0	2.1	-1.5	8.7	8.0	-13.0
7	Clc1cc(-c2ccc(/C=N/n3cnnc3)o2)ccc1Br	13.8	-3.8	3.0	1.0	-6.7	21.9	7.6	8.3
8	S=C(Nc1ccccc1)N1N=CCC1c1ccccc1 (stereo not drawn)	46.1*	22.0	4.1	1.5	-12.3	12.0	-11.7	-26.1
9	COCCC(=O)NNS(=O)(=O)c1ccc(Cl)cc1	1.9	9.6	-0.9	5.3	7.2	10.0	-32.0	17.1
10	O=C(O)CCN1C(=O)C2C3c4ccccc4C(c4ccccc43)C2C1=O (stereo not drawn)	7.9	20.5	0.8	-0.4	-5.6	-12.9	-20.6	-6.0
11	CCCCCCCCNc1nc(Cl)nc(NCCN2CCOCC2)n1	9.8	11.9	7.9	0.7	-37.6	13.3	3.9	-8.1
12	CCOC(=O)C(NC(=O)CC)(Nc1cc(C)on1)C(F)(F)F (stereo not drawn)	-17.0	2.9	-1.5	0.1	16.5	-2.9	13.8	20.7
13	Cc1ccc(S(=O)(=O)NCC(c2cccnc2)N(C)C)cc1 (stereo not drawn)	1.9	8.7	0.9	-1.8	-10.6	-7.9	-34.6	-6.3
14	CCN(CC)CCN(C(=O)c1ccc2c(c1)CCCC2)c1nc2ccc(F)cc2s1	17.9	37.8	-3.0	1.3	-3.2	18.2	1.2	-21.6
15	CC(=O)NCCn1c(SCC(=O)OCc2ccccc2)nc2ccccc2c1=O	14.7	12.3	1.6	-1.7	17.4	18.1	19.2	4.8
16	Oc1c(Cl)cc(CN2CCCCC2)c2cccnc12	10.6	16.2	26.6	83.6*	8.0	12.8	45.6	29.9
17	CC(C(=O)Nc1ccccc1Sc1ccccc1)N(c1ccccc1)S(C)(=O)=O (stereo not drawn)	19.8	27.4	0.5	-0.7	-8.8	4.0	5.3	-2.8
18	COc1cc(-c2n[nH]c(=S)n2-c2ccccc2C(F)(F)F)cc(OC)c1OC	12.6	9.8	1.9	1.8	-1.0	8.1	26.4	9.4
19	CC1CCN(S(=O)(=O)c2cccc(C(=O)Nc3ccccn3)c2)CC1	34.8	6.8	0.8	-2.6	-6.6	-6.3	10.7	-2.8
20	COc1ccc(C(CNC(=O)c2cc(F)c(F)c(F)c2F)N2CCOCC2)cc1 (stereo not drawn)	6.8	8.7	0.2	-2.0	-0.8	-5.6	10.9	4.7
21	CC(C)(C)NC(=O)Cn1c(SCC(=O)NC2CC2)nc2ccccc21	13.9	10.8	-3.0	-0.2	-24.1	-3.9	-11.5	-26.3
22	O=C(CSc1nnc(-c2ccccc2)c(-c2ccccc2)n1)N1CCOCC1	21.0	12.0	-4.3	-2.2	1.9	5.4	-8.3	-1.3
23	Cc1nc(C(=O)Nc2ccc(Cl)cc2)sc1C1(C)CC(c2cccc([N+](=O)[O-])c2)=NO1 (stereo not drawn)	-21.1	1.2	-3.2	0.9	5.0	-24.6	60.7*	4.0
24	O=C(CCCCCn1c(=O)[nH]c2ccsc2c1=O)NCc1ccc(F)cc1	17.1	-3.1	-0.8	0.0	-0.9	-7.6	21.6	2.9
25	COCc1c(C(=O)N(C)Cc2ccccc2N2CCCC2)oc2ccccc12	22.5	24.8	-1.2	0.6	-6.8	5.3	21.5	-11.8
26	Cc1ccc(-c2nc(CN(C)C3CCOC3)c(C)o2)s1 (stereo not drawn)	1.5	-2.1	-4.6	0.6	-19.7	-12.2	3.2	-17.6
27	CC(C)[C@H](NC(=O)[C@H](Cc1ccccc1)n1c(=O)[nH]c2ccccc2c1=O)C(=O)N[C@@H](Cc1ccccc1)C(=O)O	17.1	8.2	3.2	-3.5	-22.1	1.5	-3.2	-7.6
28	CC1CC(C)CN(C(=O)C(NS(=O)(=O)c2ccc3c(c2)oc(=O)n3C)C(C)C)C1 (stereo not drawn)	25.8	19.2	-1.4	0.0	-12.5	3.6	-14.4	4.4
29	O=C(NNc1ccccc1F)C1CCC1	-20.8	8.0	2.0	1.7	7.4	-6.4	10.0	-0.9
30	Cc1ccc(NC(=O)CSc2ncccn2)cc1F	-6.6	-2.1	-0.2	-0.1	1.7	-6.0	6.2	-11.8
31	O=C(O)COc1c(Cl)cc(/C=C2\NC(=O)NC2=O)cc1Br	9.5	1.6	1.0	-1.6	12.0	10.2	-14.7	5.9
32	CCOC(=O)c1c(NC(=O)CN2C(=O)NC3(CCCCCC3)C2=O)sc(C)c1-c1ccc(C)cc1	-11.6	-8.1	3.1	0.5	-0.5	-8.8	20.2	7.1
33	O=C(Cc1ccccc1)N/N=C/c1ccc([N+](=O)[O-])s1	-13.4	-11.7	3.8	2.9	7.0	37.4	14.6	35.5
34	Cn1ncc(Br)c1C(=O)NC1CCCCCCC1	12.4	10.6	-2.7	-2.5	-3.2	-5.2	10.5	-12.0
35	Cc1csc(NC(=O)c2cc(=O)[nH]c3ccc(S(=O)(=O)N4CCOCC4)cc23)n1	19.5	7.0	2.7	0.9	12.7	-9.9	-7.9	-3.4
36	CC(=O)CCc1c(C)nc2ccc(C(=O)O)cc2c1Cl	8.5	8.6	-1.2	2.0	5.3	-0.7	24.0	9.0

Profiles from above:
O=C(O)CCN1C(=O)C2C3c4ccccc4C(c4ccccc43)C2C1=O (stereo not drawn) across the screens: tim10-1 inh = 7.9; tim23-1 inh = 20.5; XBP1 UPR activ = 0.8; CHOP UPR activ = -0.4; 697 NFkB inh = -5.6; TIM10 inh = -12.9; Mdm2-MdmX inh = -20.6; Jurkat NFkB inh = -6.0
O=C(CSc1nnc(-c2ccccc2)c(-c2ccccc2)n1)N1CCOCC1 across the screens: tim10-1 inh = 21.0; tim23-1 inh = 12.0; XBP1 UPR activ = -4.3; CHOP UPR activ = -2.2; 697 NFkB inh = 1.9; TIM10 inh = 5.4; Mdm2-MdmX inh = -8.3; Jurkat NFkB inh = -1.3

The list continues:
item	Structure	tim10-1 inh	tim23-1 inh	XBP1 UPR activ	CHOP UPR activ	697 NFkB inh	TIM10 inh	Mdm2-MdmX inh	Jurkat NFkB inh
37	CCN1CCCC1CNC(=O)C(=O)NC(C)c1ccccc1 (stereo not drawn)	-3.0	12.8	-3.0	-0.5	-16.3	-0.3	-9.3	-4.4
38	CC(=O)/C(=C\N(C)C)Sc1ccc(C)cc1	-3.5	10.0	-0.8	-0.4	12.0	11.1	10.7	13.0
39	c1csc(-c2ccc3ccccc3n2)c1	20.5	19.3	5.5	2.8	-48.2	11.7	-10.8	-60.3
40	O=C(c1ccco1)N1N=C(c2ccc3nccnc3c2)CC1c1ccccc1 (stereo not drawn)	-13.4	37.3	-2.5	3.5	-7.1	5.5	6.2	-9.9
41	CC(=O)Nc1ccc(OCC(O)Cn2c(CO)nc3ccccc32)cc1 (stereo not drawn)	-8.7	-8.0	-3.4	-0.4	12.3	-8.9	4.9	13.0
42	Cc1nc2cc(NC(=O)Nc3cccc([N+](=O)[O-])c3)ccc2n1C	-11.5	-7.3	0.6	1.3	-215.6	0.4	-161.8	-166.4
43	Cc1cc(-n2c(=S)sc3c(=O)n(-c4ccc(F)cc4)c(SCC(=O)O)nc32)ccc1Cl	6.7	-1.3	-7.6	0.1	11.1	4.5	-19.5	9.7
44	COc1ccc(/C=N/NC(=O)CNc2n[nH]c(=O)[nH]c2=O)cc1OC	11.0	5.6	-1.2	0.3	-0.2	-14.4	7.8	1.5
45	CC(=O)Nc1cccc(-c2csc(Nc3cc(C)ccn3)n2)c1	27.1	13.4	3.1	0.7	-189.7	11.8	-67.3	-113.6
46	CCOC(=O)N1CCN(C(=O)CNC(=O)c2ccc(Cl)cc2)CC1	-5.6	-20.5	-0.3	0.0	1.4	-16.1	17.3	-3.6
47	Cc1ccc(NC(=O)c2nc[nH]c2C(=O)N[C@@H](C)c2ccccc2)cc1	36.5	47.9	-4.0	1.3	6.4	30.8	33.9	4.2
48	COc1ccc(CC(=O)c2c(O)cc(O)cc2O)cc1OC	17.1	9.1	7.3	1.0	21.6	-0.2	-10.0	-10.8
49	Cc1ccc(C2C(=O)N(C3CCC(C)CC3)CC(=O)N2C2CC2)cc1 (stereo not drawn)	7.7	7.9	-0.3	-0.9	21.9	13.0	1.4	6.6
50	Cc1ccc(OCC(=O)N/N=C2/SCC(=O)N2Cc2ccccc2)cc1	4.8	-0.7	-0.8	-1.7	-10.6	-6.2	8.9	-3.9
51	O=C(COc1cccc(Cl)c1)Nc1ccc(N2CCOCC2)cc1	19.1	10.3	1.6	-2.1	16.6	3.1	21.2	-11.2
52	COc1ccc(NC(=O)N2CCN(C(=O)Nc3ccc(OC)cc3)CC2)cc1	1.9	1.8	0.0	-0.6	10.7	-0.8	15.2	-0.9
53	COc1ccc(-c2cc(C(=O)N3CCN(Cc4ccccc4)CC3)no2)cc1OC	35.3	44.5	3.7	-1.0	15.2	28.1	-41.9	-5.9
54	O=C(NCCc1cn2ccsc2n1)c1cccs1	-0.7	25.1	0.6	0.4	-18.2	5.9	-20.2	7.9
55	Cc1ccccc1C(=O)N1CCCC(CCC(=O)N2CCN(c3ccccn3)CC2)C1 (stereo not drawn)	5.8	-5.5	-0.9	1.0	8.7	-5.8	21.7	4.1

Three entries out of the list above, arranged by the number in TIM10 inh, falling:
No.	mol	XBP1 UPR activ	697 NFkB inh	TIM10 inh	Mdm2-MdmX inh	Jurkat NFkB inh
54	O=C(NCCc1cn2ccsc2n1)c1cccs1	0.6	-18.2	5.9	-20.2	7.9
51	O=C(COc1cccc(Cl)c1)Nc1ccc(N2CCOCC2)cc1	1.6	16.6	3.1	21.2	-11.2
50	Cc1ccc(OCC(=O)N/N=C2/SCC(=O)N2Cc2ccccc2)cc1	-0.8	-10.6	-6.2	8.9	-3.9
